Source: PubChem BioAssay
SARS 3CLpro inh: SARS-CoV 3CLpro protease inhibition | P0C6X7 | recombinant SARS-CoV 3CLpro, quenched FRET peptide cleavage | inhibition, % at 6 µM | actives 0.14% (n = 290,000); in the data active = inhibition above about 12%
PriA SSB inh: blocks PriA binding to SSB C-terminal tail; inhibition, % at 33 µM; actives 0.6% (n = 430,000); AlphaScreen SSBct-PriA binding, biotinylated peptide; in the data active = inhibition mostly above about 37%, no sharp cut-off; inactive = mostly below about 20%;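 also: plate controls were negative control peptide for no effect and reference peptide for full effect; strong numbers were not always called active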
TcdB GH inh: inhibitors of Clostridioides difficile toxin B glycohydrolase. P18177. TcdB glycohydrolase enzymatic assay, plate reader. inhibition, % at 9.99 µM. actives 0.24% (n = 350,000); in the data active = inhibition above about 10%
PfHsp40 rescue: rescue of PfHsp40-mediated yeast toxicity. growth rescue, % at 12.5 µM. actives 0.68% (n = 340,000). AID 504582. S. cerevisiae expressing PfHsp40, growth rescue, ATP luminescence; in the data active = growth rescue above about 28%, passing the limit was not always enough; inconclusive = no clear call, values can overlap the other calls;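 also: yeast W303a lacking pdr1 and pdr3 grown in galactose medium; growth measured after three days at 30 °C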
Anthrax LF inh2: inhibitors of Bacillus anthracis lethal factor protease; inhibition, % at 10 µM; P15917; AID 588501; actives 0.12% (n = 360,000); multiplex microsphere protease cleavage assay, LF; also: plate controls were buffer without enzyme for full effect and enzyme alone for no effect
Target sequence (P15917 whole entry, looked up): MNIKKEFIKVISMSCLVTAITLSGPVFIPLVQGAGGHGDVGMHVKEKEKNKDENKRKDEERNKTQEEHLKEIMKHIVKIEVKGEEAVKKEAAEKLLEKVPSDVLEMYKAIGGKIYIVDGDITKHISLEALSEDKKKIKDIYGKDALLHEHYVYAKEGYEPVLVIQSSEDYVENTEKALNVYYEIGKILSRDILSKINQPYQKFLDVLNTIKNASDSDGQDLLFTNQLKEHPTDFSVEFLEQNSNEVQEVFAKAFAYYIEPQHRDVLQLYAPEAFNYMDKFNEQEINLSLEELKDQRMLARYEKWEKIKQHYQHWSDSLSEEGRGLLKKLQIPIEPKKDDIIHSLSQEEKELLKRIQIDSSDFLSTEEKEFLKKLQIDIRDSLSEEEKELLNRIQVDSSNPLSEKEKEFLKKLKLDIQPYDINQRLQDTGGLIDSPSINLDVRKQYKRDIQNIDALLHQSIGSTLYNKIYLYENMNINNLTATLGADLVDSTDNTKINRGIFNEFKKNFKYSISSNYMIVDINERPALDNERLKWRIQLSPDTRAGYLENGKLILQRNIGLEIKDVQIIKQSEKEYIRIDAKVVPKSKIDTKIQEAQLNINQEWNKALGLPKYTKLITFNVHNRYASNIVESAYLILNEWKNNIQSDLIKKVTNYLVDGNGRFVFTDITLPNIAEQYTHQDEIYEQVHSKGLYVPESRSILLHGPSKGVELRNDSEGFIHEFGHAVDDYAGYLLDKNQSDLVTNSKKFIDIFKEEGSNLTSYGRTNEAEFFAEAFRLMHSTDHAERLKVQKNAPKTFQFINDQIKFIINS
PrPC surface inh: reduces human prion protein on the cell surface. P04156. cell surface PrPC, TR-FRET read-out. inhibition, % at 13.8 µM. actives 0.43% (n = 370,000). AID 720596; in the data active = inhibition above about 24%; also: 0% = median of the test wells and 100% = reference compound wells
Yp Topo-I inh: Y. pestis Topo-I inhibition via cleavage products | Y. pestis Topo-I cleavage product accumulation, plate reader | activity, % at 10 µM | actives 0.064% (n = 360,000) | AID 504884; in the data active = activity above about 50%, passing the limit was not always enough; inconclusive = no clear call, values can overlap the other calls; also: inactives centre near 2
Vc quorum ag: inducers of Vibrio cholerae quorum light production without autoinducers. V. cholerae BH1578 lux reporter, luminescence, 6 h. activation, % at 18.7 µM. actives 0.16% (n = 350,000). AID 588436; in the data active = activation mostly above about 9.7%, no sharp cut-off; inconclusive = no clear call, values can overlap the other calls; inactive = mostly below about 3.7%; also: not every result past the cut was called active; inactives centre near 0; reference of the scale not given here
BoNT-A LC inh2: inhibitors of Botulinum neurotoxin A light chain protease; multiplex microsphere protease substrate cleavage, flow cytometry; inhibition, % at 10 µM; actives 0.17% (n = 360,000); also: plate controls were buffer without enzyme for full effect and enzyme alone for no effect
The depositor's hits bear a star; i = inactive; ? = inconclusive; . = not tested or not shown; & = joins results of further samples. Rule as the data show it, unless noted: active = inhibition above about 30%; inconclusive = no clear call, values can overlap the other calls; inactive = below that. These rows are one share of the data; the hit share may differ from the screen's.

No.	Molecule	SARS 3CLpro inh	PriA SSB inh	TcdB GH inh	PfHsp40 rescue	Anthrax LF inh2
1	CC(C)[C@@H]1Cc2[nH]c(=S)[nH]c(=O)c2[C@H](CCc2ccccc2)O1	.	.	0.8	.	2
2	O=C(NCCCN1CCCC1=O)c1ccc(Cl)c(NS(=O)(=O)c2ccc(F)cc2)c1	-3	5	.	-1.1	1
3	O=C(CCN=C1NS(=O)(=O)c2ccccc21)Nc1ccc(Cl)cc1F	.	11	0.6	0.1	-2
4	CCOC(=O)NC(=O)CSc1cc(C)c2cc(C)cc(C)c2n1	-2	3	-1.5	-1.5	1
5	COCCN(CCOC)C(=O)c1sc2nc(-c3ccccc3)cn2c1C	0	1	.	-0.1	-4
6	O=C(COC(=O)/C=C/c1cccc(F)c1)NNC(=O)c1ccccc1	-2	-20	0.8	0.7	-4
7	Cc1c(Cl)cccc1NC(=S)NCc1ccc2c(c1)OCO2	1	-8	.	1.8	-3
8	CCn1nc(C(=O)Nc2ccc3nc(C)sc3c2)c2ccccc2c1=O	0	-1	.	0.1	-1
9	CCC(Oc1ccc(C)cc1)C(=O)Nc1ccc(S(=O)(=O)Nc2cc(C)on2)cc1 (stereo not given)	4	4	1.3	-0.3	-1
10	Cc1cc(C)c(C(N)=O)c(Nc2cccc3ccccc23)n1	-1	0	.	-2.3	0
11	CCCN(C(=O)C1CSC2(C)CCC(=O)N12)c1c(N)n(Cc2ccccc2)c(=O)[nH]c1=O (stereo not given)	.	-2	-1.4	-0.9	?
12	COc1ccc(CN(C)C[C@@H]2OCCCC[C@H](C)Oc3ccc(NC(=O)Cc4ccccc4)cc3C(=O)N([C@@H](C)CO)C[C@@H]2C)cc1	.	.	0.6	.	5

No.	PrPC surface inh	Yp Topo-I inh	Vc quorum ag	BoNT-A LC inh2
1	14	.	.	0.9
2	-2	-6	0.3	0.1
3	-5	-10	i	-0.8
4	42*	4	2.6	-0.2
5	2	-5	-1.2	0.3
6	-1	5	-0.1	-0.7
7	1	3	-0.2	-1.1
8	-4	10	i	0.8
9	-2	-8	i	-0.6
10	4	0	i	1.4
11	-2	2	-0.7	-1.5
12	-11	6	-0.3	-0.7

The list goes on, overlapping the part above by 4 compounds.
No.	Molecule	SARS 3CLpro inh	PriA SSB inh	TcdB GH inh	PfHsp40 rescue	Anthrax LF inh2
9	CCC(Oc1ccc(C)cc1)C(=O)Nc1ccc(S(=O)(=O)Nc2cc(C)on2)cc1 (stereo not given)	4	4	1.3	-0.3	-1
10	Cc1cc(C)c(C(N)=O)c(Nc2cccc3ccccc23)n1	-1	0	.	-2.3	0
11	CCCN(C(=O)C1CSC2(C)CCC(=O)N12)c1c(N)n(Cc2ccccc2)c(=O)[nH]c1=O (stereo not given)	.	-2	-1.4	-0.9	?
12	COc1ccc(CN(C)C[C@@H]2OCCCC[C@H](C)Oc3ccc(NC(=O)Cc4ccccc4)cc3C(=O)N([C@@H](C)CO)C[C@@H]2C)cc1	.	.	0.6	.	5
13	Cc1cc(OCC(=O)Nc2ccncc2)ccc1Br	3	-14	.	-0.6	4
14	CC(=O)OC(C(=O)NCCN1CCOCC1)c1c(F)cccc1F (stereo not given)	-5	-6	1.3	-0.1	-2
15	CC1=C(C(=O)Nc2cc(C(=O)N3CCC(C)CC3)ccc2C)SCCO1	-5	14	-0.2	0.2	-1
16	CCC(=O)Nc1cccc(C2=NOC3(C2)C[C@@H](C(N)=O)N(C(=O)c2ccc(OC)cc2)C3)c1 (stereo not given in full)	.	4	-4.1	-0.6	-2
17	CC(=O)Nc1ccc(-c2ccnc3c2CC(C(=O)Nc2ccc(Cl)c(C(F)(F)F)c2)O3)cc1 (stereo not given)	.	.	-1.0	.	-11
18	Cc1noc(C)c1COc1ccc2ccc(=O)oc2c1	-2	3	2.2	-0.7	-2
19	COc1ccc(/C(O)=C2/C(=O)C(=O)N(c3ccccn3)C2c2ccc(C(C)C)cc2)cc1 (stereo not given)	8	.	0.1	-0.4	-1
20	O=C(CSc1n[nH]c(-c2ccccc2)n1)Nc1ncc(Br)cc1Br	4	-4	.	0.2	-7
21	COc1ccc(-c2cc(C(=O)c3c(N)n(C)c(=O)n(C)c3=O)c3ccccc3n2)cc1	-2	-5	0.5	1.2	-1
22	COCCOC(=O)c1c(NC(=O)CN(C)c2ccccc2)sc(C(N)=O)c1C	-1	4	3.4	-0.5	-3
23	O=C1OCCN1C(=O)[C@H]1[C@H](c2ccc(Cl)cc2)C(c2cccc(Cl)c2)=NN1c1ccccc1	-4	-80	.	-2.5	1
24	Cc1ccccc1OCC(=O)OCC(=O)Nc1ccc(N2CCOCC2)cc1	0	11	-1.5	1.5	1

No.	PrPC surface inh	Yp Topo-I inh	Vc quorum ag	BoNT-A LC inh2
9	-2	-8	i	-0.6
10	4	0	i	1.4
11	-2	2	-0.7	-1.5
12	-11	6	-0.3	-0.7
13	8	-8	i	0.1
14	1	-3	i	-0.5
15	-2	-2	-5.8	-0.8
16	1	3	i	0.1
17	-1	-14	-2.5	0.3
18	6	8	-0.3	-1.0
19	3	14	i	-8.3
20	6	12	i	0.5
21	7	-5	-0.4	-0.6
22	-2	5	i	-1.5
23	.	-16	i	-0.2
24	-1	-4	i	-0.2

Next entries:
No.	Molecule	SARS 3CLpro inh	PriA SSB inh	TcdB GH inh	PfHsp40 rescue	Anthrax LF inh2
25	NS(=O)(=O)c1ccc(NCc2ccccc2OCc2ccc(F)cc2)cc1	6	5	.	0.2	-4
26	CCCCCOc1ccc(C(=O)OC(C)C(=O)NCc2ccco2)cc1 (stereo not given)	4	-5	0.4	-1.0	6
27	CCOc1ccc(S(=O)(=O)N/N=C(\C)Cc2ccc(OC)cc2)cc1	2	.	1.0	-0.4	1
28	O=C(CSc1nc2ccccc2s1)Nc1cc(S(=O)(=O)N2CCOCC2)ccc1O	5	1	-1.0	2.4	-1
29	CCNS(=O)(=O)c1cc(Br)ccc1OC	-1	-13	.	-0.4	-3
30	CCOC(=O)Cc1csc(SCC(=O)NC2CCCC2)n1	.	3	1.2	-0.9	1
31	CCc1cccc(CC)c1NC(=O)C1CSC2(C)CCC(=O)N12 (stereo not given)	.	0	2.6	1.8	-3
32	O=C(CCNS(=O)(=O)c1ccccc1)N1CCN(c2ccccc2)CC1	0	-15	0.4	54*	2
33	COc1ccc(-c2cn3c(C)c(C(=O)Nc4cc(NC(C)=O)ccc4OC)sc3n2)cc1	-4	-3	.	-0.3	-8
34	O=C(NCCCO)c1cc2c([nH]c3ccccc32)c(-c2ccc(F)cc2)n1	-1	-18	1.6	0.5	15
35	COCCNC(=O)CSc1cc(=O)n(C)c2cc(Cl)ccc12	2	-7	-0.1	-0.5	0
36	Cc1cc(C)c(S(=O)(=O)NCC2CCC(C(=O)NCCCN3CCC(C)CC3)CC2)c(C)c1 (stereo not given)	5	-8	0.6	1.5	0

No.	PrPC surface inh	Yp Topo-I inh	Vc quorum ag	BoNT-A LC inh2
25	6	27	4.5	-0.5
26	8	27	i	0.0
27	-10	-5	-0.2	-0.2
28	-8	0	-0.3	-0.5
29	-2	-6	-0.4	1.0
30	2	4	-0.9	3.2
31	3	-12	-4.0	0.6
32	0	8	-0.4	0.6
33	8	2	1.8	0.2
34	11	-2	0.0	-4.4
35	-5	-6	-0.1	-0.2
36	-6	5	0.7	-1.7

Next structures:
No.	Molecule	SARS 3CLpro inh	PriA SSB inh	TcdB GH inh	PfHsp40 rescue	Anthrax LF inh2
37	Cc1cc(Nc2ccc(Cl)cc2)nc(N2CCOCC2)n1	3	2	1.3	-0.5	4
38	Cc1ccc(-c2nc(N)sc2-c2ccccc2)cc1C	4	-2	.	-0.8	-2
39	CCOc1ccc(-n2c(=O)c3sccc3n(CC(=O)NCC3CCCO3)c2=O)cc1 (stereo not given)	-1	-6	-0.3	-0.1	-1
40	Cn1c(=O)c([N+](=O)[O-])c(NCc2ccccc2Cl)c2ccccc21	0	3	1.6	-0.7	1
41	S=C(NNC(=S)NC1CC2C=CC1C2)NC1CC2C=CC1C2 (stereo not given)	1	-1	-1.6	7.4	?
42	O=C(CN1C(=O)COc2ccc(S(=O)(=O)N3CCCC3)cc21)NCc1ccccn1	2	-11	1.2	-0.6	-2
43	COc1ccc(C)cc1NC(=O)c1cc2ccccc2o1	4	-5	.	-0.1	-6
44	COc1ccc(NC(=O)N(C)[C@H]2C[C@H]3c4[nH]c5ccc(-c6cccc(C)c6)cc5c4CCN3C[C@H]2[C@H](C)O)cc1	.	.	.	.	-8
45	O=C(O)c1ccccc1C(=O)NCCCn1ccnc1	-4	-2	-0.1	-1.0	-2
46	Cc1ccc(S(=O)(=O)N2CCN(CC(=O)N/N=C\c3ccc(Cl)c([N+](=O)[O-])c3)CC2)cc1	3	.	.	1.2	-1
47	CCN(CC)S(=O)(=O)c1cc(NC(=O)CO/N=C(\N)c2ccccc2Cl)ccc1C	.	i	0.8	1.1	-7
48	CCOC(=O)/C=C1\SCC(=O)N1CC(=O)Nc1cc(S(=O)(=O)N(C)C)ccc1C	.	-13	1.9	1.0	0

No.	PrPC surface inh	Yp Topo-I inh	Vc quorum ag	BoNT-A LC inh2
37	-3	-1	i	0.9
38	1	10	-0.3	0.1
39	3	-4	-0.4	-1.1
40	8	2	-0.3	-0.8
41	-1	1	0.1	-14
42	3	5	-0.1	-1.0
43	4	17	1.4	?
44	.	21	1.0	-1.0
45	-3	-3	-0.5	3.2
46	-18	23	0.7	0.0
47	10	26	i	-0.4
48	6	3	i	-0.2

The listing continues:
No.	Molecule	SARS 3CLpro inh	PriA SSB inh	TcdB GH inh	PfHsp40 rescue	Anthrax LF inh2
49	CCOCCCn1c(=S)[nH]c2cc(C(=O)NCCCN(CC)CC)ccc2c1=O	4	-13	1.2	-0.6	-5
50	C=CCn1c(N2CCCCCC2)nc2c1c(=O)n(C)c(=O)n2C	5	1	.	0.6	-6
51	Nc1c(C(=O)Nc2ccc3c(c2)OCCO3)nnn1Cc1cccc(F)c1	.	-10	0.8	-0.3	6
52	O=c1[nH]c(SCc2ccc([N+](=O)[O-])cc2)nc2[nH]ncc12	4	-2	0.7	0.9	1
53	CCOCCc1nnc(NC(=O)CCS(=O)(=O)c2ccccc2)s1	-4	-16	-0.8	-0.9	5
54	Cc1noc(C)c1CSCC(=O)Nc1ccc(S(=O)(=O)C(F)F)cc1	.	-2	1.0	-0.7	1
55	CC(C)(C)N(Cc1ccccc1)C(=O)COC(=O)c1ccc2ccccc2n1	.	-3	2.2	0.0	0
56	CCOC(=O)c1cc(-c2csc(-c3ccc(C(F)(F)F)cc3)n2)on1	2	-11	0.5	1.9	-2
57	Cc1ccc(C(=O)COC(=O)C2CC(=O)N(c3nc(-c4ccccc4)cs3)C2)cc1C (stereo not given)	4	-17	.	-0.5	-4
58	CCOC(=O)C1CCCN(C(=O)c2cn(CC)c(=O)c3cc(OC)c(OC)cc23)C1 (stereo not given)	-5	-18	.	?	2
59	CCOc1ccccc1N1CCN(C(=O)c2ccc3[nH]c4c(c3c2)CCCC4)CC1	8	35	1.4	2.8	-2
60	COC(=O)c1ccc(CN2CCN(Cc3ccc(F)cc3)C(CCO)C2)cc1 (stereo not given)	1	-9	1.4	1.7	-7
61	CCN(CC)S(=O)(=O)c1ccc(=O)n(CC(=O)N2Cc3ccccc3CC2C(N)=O)c1 (stereo not given)	.	3	1.5	-0.1	-3
62	O=C(c1ccc(F)cc1)N1CCN(c2ccccn2)CC1	-3	-3&-9	1.4	1.5	-2

No.	PrPC surface inh	Yp Topo-I inh	Vc quorum ag	BoNT-A LC inh2
49	3	-14	1.3	0.0
50	.	0	14	-0.1
51	19	5	1.5	-1.8
52	-7	0	-0.3	0.4
53	3	0	-0.2	-5.3
54	-3	-2	i	2.4
55	3	17	-2.9	-0.8
56	8	1	-0.4	6.0
57	4	4	-0.4	-0.9
58	-1	-14	-0.3	0.7
59	4	-3	3.8	-0.6
60	-5	5	i	-0.3
61	5	-2	-1.7	-6.8
62	-4	-3	-0.3	-0.2
